Bioassay records deposited in PubChem by Broad Institute.
esBAF inh = Bmi1 luciferase reporter increase in mESCs, primary screen, esBAF inhibitor project, mouse ES cells, Bmi1 luciferase knock-in, single point. 24 h; 100% = twice the neutral-well signal. reporter increase, % at 12.5 µM. 350,000 compounds, 2% hits. AID 602393, 2012; in the data active means activation above about 40%;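 further: 0% = median of the plate's neutral control wells and 100% = double that signal; a rise in the Bmi1 reporter signal indicates esBAF inhibition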
RAD54 branch = inhibitors of human RAD54 branch migration, primary screen, biochemical, fluorescence, single point; DNA repair and recombination protein RAD54-like (Homo sapiens), Q92698; inhibition, % at 10.4 µM; RAD54 Holliday junction branch migration, FAM/BHQ fluorescence; 360,000 compounds, 0.14% hits; AID 602329, 2012;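 active means mean normalized replicate activity at least 40 and at least half of replicates scoring 40 or more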;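 further: 0% = median of neutral control wells and 100% = median of positive control wells; inhibitors cause a drop in the FAM fluorescence signal; in these data hits start at about 50%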
Target sequence (Q92698 whole entry, looked up): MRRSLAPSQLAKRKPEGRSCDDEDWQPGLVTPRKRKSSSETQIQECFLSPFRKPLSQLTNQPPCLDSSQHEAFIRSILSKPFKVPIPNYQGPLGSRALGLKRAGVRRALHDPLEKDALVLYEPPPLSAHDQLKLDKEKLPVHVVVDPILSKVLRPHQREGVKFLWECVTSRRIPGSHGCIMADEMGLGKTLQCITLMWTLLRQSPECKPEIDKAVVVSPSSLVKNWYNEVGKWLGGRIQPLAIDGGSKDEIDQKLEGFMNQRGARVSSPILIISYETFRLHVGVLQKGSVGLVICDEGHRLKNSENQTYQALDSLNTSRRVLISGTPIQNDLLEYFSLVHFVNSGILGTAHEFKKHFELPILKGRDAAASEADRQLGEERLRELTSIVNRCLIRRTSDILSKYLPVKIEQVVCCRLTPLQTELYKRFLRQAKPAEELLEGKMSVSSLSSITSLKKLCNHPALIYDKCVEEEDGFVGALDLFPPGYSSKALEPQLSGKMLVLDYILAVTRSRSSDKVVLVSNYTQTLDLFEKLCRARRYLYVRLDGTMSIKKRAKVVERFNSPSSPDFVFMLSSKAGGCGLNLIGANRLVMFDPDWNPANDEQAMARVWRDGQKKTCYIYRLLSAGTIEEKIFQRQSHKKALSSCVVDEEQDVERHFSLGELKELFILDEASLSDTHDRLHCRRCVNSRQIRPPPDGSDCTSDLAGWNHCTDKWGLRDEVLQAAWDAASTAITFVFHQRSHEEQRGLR
* hit, by the source's call.

Results for CCCC(CCC(=O)Nc1ccc(C(=O)OCC)cc1)C(=O)O (centres undefined) ?
esBAF inh: -2; RAD54 branch: 4

What do the screens show for `Cc1ccsc1CNn1cnnc1SCc1ccccc1F`?
esBAF inh: 7; RAD54 branch: 1

What do the screens show for `COc1ccc(-c2cc(C(F)(F)F)n3nc(C(=O)N4CCCCC4)cc3n2)cc1OC`?
esBAF inh: 4; RAD54 branch: 0

How did CCCS(=O)(=O)N1CCC(C(=O)N2CCOCC2)CC1 do in these assays?
esBAF inh: 0; RAD54 branch: -10

What do the screens show for `NNC(=O)c1cn2ccccc2n1`?
esBAF inh: 30; RAD54 branch: -9

How did Cc1ccccc1Cn1cc(NC(=O)c2cc3nc(-c4ccco4)cc(C(F)(F)F)n3n2)cn1 do in these assays?
esBAF inh: 4; RAD54 branch: 1

What do the screens show for `Cc1c(C(=O)OC(C)C(C)C[N+](C)(C)C)oc2ccccc12` (centres undefined)?
esBAF inh: -4; RAD54 branch: -1

How did Cc1ccc(C2(C)NC(=O)N(CC(=O)Nc3ccccc3N3CCCC3)C2=O)cc1 (centres undefined) do in these assays?
esBAF inh: 0; RAD54 branch: -9

How did O=C(CSc1nnc(-c2cccs2)o1)NCC1CN(Cc2ccccc2)CCO1 (centres undefined) do in these assays?
esBAF inh: -7; RAD54 branch: 2

Results for CCCc1cc(=O)[nH]c(SCC(N)=O)n1 ?
esBAF inh: -7; RAD54 branch: -4

Results for CCc1ccc(NC(=O)C2C3C=CC(C4CC34)C2C(=O)O)cc1 (centres undefined) ?
esBAF inh: 20; RAD54 branch: 5

How did COc1cc(OC)cc(-c2cc3cc4c(cc3cn2)OCO4)c1 do in these assays?
esBAF inh: -16; RAD54 branch: 2

How did C=CCn1c(SCC(=O)c2ccc(OC)cc2)nnc1-c1cc2cccc(OC)c2o1 do in these assays?
esBAF inh: 3; RAD54 branch: -9

Results for COc1cccc(C2=CC(c3ccc(OC)c(OC)c3OC)n3nnnc3N2)c1 (centres undefined) ?
esBAF inh: -1; RAD54 branch: 2

What do the screens show for `COc1cccc(NC(=O)CSCc2n[nH]c(=O)[nH]2)c1`?
esBAF inh: -3; RAD54 branch: -3

How did O=C(COc1ccccc1O)c1cccs1 do in these assays?
esBAF inh: 7; RAD54 branch: -4

What do the screens show for `CC(C)[C@H](NC(=O)NCc1cccs1)C(=O)O`?
esBAF inh: 3; RAD54 branch: 4

What do the screens show for `O=C(NC1CCCCCCC1)C1=COCCO1`?
esBAF inh: 13; RAD54 branch: 13

How did CCOC(=O)CNC(=O)CSc1nc2nc(C)c(Br)cc2[nH]1 do in these assays?
esBAF inh: 2; RAD54 branch: -3

What do the screens show for `COc1ccc(CN2C(=O)c3ccccc3C(/C=N\OCc3ccc(C)cc3)C2=O)cc1` (centres undefined)?
esBAF inh: 11; RAD54 branch: -2

The closing 5 records of the section above are carried over, then new ones follow:
How did O=C(COc1ccccc1O)c1cccs1 do in these assays?
esBAF inh: 7; RAD54 branch: -4

What do the screens show for `CC(C)[C@H](NC(=O)NCc1cccs1)C(=O)O`?
esBAF inh: 3; RAD54 branch: 4

What do the screens show for `O=C(NC1CCCCCCC1)C1=COCCO1`?
esBAF inh: 13; RAD54 branch: 13

How did CCOC(=O)CNC(=O)CSc1nc2nc(C)c(Br)cc2[nH]1 do in these assays?
esBAF inh: 2; RAD54 branch: -3

What do the screens show for `COc1ccc(CN2C(=O)c3ccccc3C(/C=N\OCc3ccc(C)cc3)C2=O)cc1` (centres undefined)?
esBAF inh: 11; RAD54 branch: -2

Results for C[n+]1cnn2c1SCC1(COC1)C2 ?
esBAF inh: 0; RAD54 branch: 11

How did CCCCCCN1Cc2ccccc2C1 do in these assays?
esBAF inh: 6; RAD54 branch: -11

What do the screens show for `CCc1cc2c(=O)c(-n3cnc4ccccc43)coc2cc1O`?
esBAF inh: 15; RAD54 branch: -3

What do the screens show for `CC1CCN(c2c([N+](=O)[O-])nn(-c3ccc4c(c3)OCCO4)[n+]2[O-])CC1`?
esBAF inh: 10; RAD54 branch: 1

What do the screens show for `CCC1Nc2ncnc(N3CCOCC3)c2N(Cc2ccc(Cl)cc2)C1=O` (centres undefined)?
esBAF inh: 2; RAD54 branch: -2

Results for COc1ccc2cc(CN(CCCN3CCOCC3)Cc3nnnn3C3CCCC3)c(=O)[nH]c2c1 ?
esBAF inh: -6; RAD54 branch: 9

Results for Cc1ccc2c(c1)C(c1ccc(N3CCOCC3)cc1)=NNC(c1cccs1)=N2 ?
esBAF inh: 5; RAD54 branch: -15

How did CCOC(=O)NC1(C(F)(F)F)C(=O)NC(C)=C1C#N (centres undefined) do in these assays?
esBAF inh: -3; RAD54 branch: -18

How did COC(=O)CSc1nnc2c3c4c(sc3nc(-n3nc(C)cc3C)n12)COC(C)(C)C4 do in these assays?
esBAF inh: -10; RAD54 branch: 1

Results for COc1cccc(NS(=O)(=O)c2c(C)cc(C)cc2C)c1 ?
esBAF inh: 4; RAD54 branch: 1

What do the screens show for `CCOC(=O)CC1C(=O)NCCN1C(=O)Nc1ccccc1` (centres undefined)?
esBAF inh: -2; RAD54 branch: 10

How did CN(C)S(=O)(=O)c1ccc(NC(=O)c2cc3ccccc3o2)cc1 do in these assays?
esBAF inh: 21; RAD54 branch: -3

Results for CCc1ccccc1NC(=O)NC1CC2CCC(C1)N2Cc1cccs1 (centres undefined) ?
esBAF inh: -4; RAD54 branch: -2

What do the screens show for `CCn1c(=NC(=O)c2ccc(S(=O)(=O)N3CCOCC3)cc2)sc2cccc(OC)c21`?
esBAF inh: -15; RAD54 branch: -2

Results for O=c1c2ccccc2[nH]c(=S)n1C1CCCCC1 ?
esBAF inh: -5; RAD54 branch: 2

How did Cn1c(=O)c2c(nc(NCC(O)CO)n2CCc2ccccc2)n(C)c1=O (centres undefined) do in these assays?
esBAF inh: 3; RAD54 branch: -11

What do the screens show for `CCc1c(O)nc(SCC(=O)Nc2ccc3c(c2)CCC3)[nH]c1=O`?
esBAF inh: -3; RAD54 branch: -1

What do the screens show for `CCCCN(N=Nc1nonc1OC)c1nonc1OC`?
esBAF inh: -3; RAD54 branch: 7

How did Cc1[nH]nc(-c2ccc(OCc3cnn(-c4ccccc4)c3)cc2O)c1Oc1ccccc1F do in these assays?
esBAF inh: -27; RAD54 branch: -8

What do the screens show for `Nc1nonc1C(=O)NCCN=Cc1cc(Cc2ccccc2)cc(Br)c1O`?
esBAF inh: 1; RAD54 branch: -10

What do the screens show for `Oc1ccccc1Cn1c(-c2ccccc2O)nc2ccccc21`?
esBAF inh: -6; RAD54 branch: 3

What do the screens show for `O=C(Nc1nnc(C2CCCC2)s1)C1CCC1`?
esBAF inh: 19; RAD54 branch: -2

What do the screens show for `CCOC(=O)c1[nH]c2cc3c(cc2c1NC(=O)CN1CCc2ccccc2C1)OCO3`?
esBAF inh: 11; RAD54 branch: -7

How did COc1cc(OC)cc(C(=O)N2CCN(C(=O)COc3ccc4ccccc4c3)CC2)c1 do in these assays?
esBAF inh: -5; RAD54 branch: 2

Results for CC(C)(C)c1ccc(OCC(=O)N2CCN(c3ncccn3)CC2)cc1 ?
esBAF inh: 2; RAD54 branch: -2

What do the screens show for `CN=C1SC(CC(=O)Nc2cccc(Cl)c2Cl)C(=O)N1C` (centres undefined)?
esBAF inh: 7; RAD54 branch: -2

What do the screens show for `Cc1ccn2c(C(=O)CSc3ccc(Cl)cc3Cl)c(C)nc2c1`?
esBAF inh: -6; RAD54 branch: -12

Results for CCCCOC(=O)NCN1C(=O)C2C3C=CC(C3)C2C1=O (centres undefined) ?
esBAF inh: -16; RAD54 branch: -2

How did COc1cc(OC)cc(C(=O)N2CCN(C(=O)c3cccc(F)c3)CC2)c1 do in these assays?
esBAF inh: 0; RAD54 branch: -2

How did COc1ccc(NC(=O)CSc2nccn2-c2ccccc2)cc1 do in these assays?
esBAF inh: 38; RAD54 branch: -2

Results for COc1ccc(C2/C=C\CN(C(=O)Nc3ccc(C(F)(F)F)cc3)CC(=O)N2Cc2ccc(F)cc2)cc1 (centres undefined) ?
esBAF inh: -6; RAD54 branch: -1

How did CCC(CC)c1nc2cc(OC)c(OC)cc2c(=O)o1 do in these assays?
esBAF inh: -8; RAD54 branch: -5

How did CCCOc1ccc(N2C(=O)CC(NCc3ccncc3)C2=O)cc1 (centres undefined) do in these assays?
esBAF inh: -5; RAD54 branch: -12

Results for CCNc1nc(CN2CCOCC2)nc2sc3c(c12)CCC3 ?
esBAF inh: 0; RAD54 branch: -5

What do the screens show for `COc1ccc(-c2nnc(SCC(=O)Nc3cc(C)on3)n2N)cc1OC`?
esBAF inh: -6; RAD54 branch: -4

What do the screens show for `Cc1cccc(NS(=O)(=O)c2ccc(C)c(C(=O)OCC(=O)Nc3cc(C)on3)c2)c1`?
esBAF inh: -5; RAD54 branch: -2

How did C=CCN(CC=C)Cc1c(O)ccc2c1oc(=O)c1ccccc12 do in these assays?
esBAF inh: 7; RAD54 branch: 17

What do the screens show for `CN(C)CCN1C(=O)C(=O)/C(=C(/O)c2ccc(F)cc2)C1c1ccccc1` (centres undefined)?
esBAF inh: -1; RAD54 branch: 12

Results for O=C(Cn1nnc2ccccc21)OCC(=O)c1ccccc1 ?
esBAF inh: -2; RAD54 branch: 5

How did CCN(CC)S(=O)(=O)c1cccc(C(=O)N2CC(O)CC2C(=O)OC)c1 (centres undefined) do in these assays?
esBAF inh: 5; RAD54 branch: 4

How did CSCC[C@H](NC(=O)CC(C)(C)C)c1nc2ccccc2[nH]1 do in these assays?
esBAF inh: 1; RAD54 branch: -1

Results for COc1ccc(C)cc1S(=O)(=O)N(C)CC(=O)NCc1ccco1 ?
esBAF inh: -6; RAD54 branch: 8

How did O=C(Nc1cnn(Cc2ccccc2)c1)c1cc2nc(-c3ccco3)cc(C(F)(F)F)n2n1 do in these assays?
esBAF inh: -2; RAD54 branch: -4

What do the screens show for `ON(CCc1ccccn1)CCc1ccccn1`?
esBAF inh: 9; RAD54 branch: -19

What do the screens show for `Cc1cnc(C(=O)Nc2cccc3ncccc23)cn1`?
esBAF inh: 6; RAD54 branch: 0

Results for O=C(c1ccccc1)n1c2ccccc2c(=O)n1-c1ccccc1CCl ?
esBAF inh: 87*; RAD54 branch: 2

Results for CCOC(=O)C1=C(O)/C(=C/c2cn(CC(=O)N3CCCC3)c3ccccc23)SC1=Nc1ccccc1 ?
esBAF inh: -25; RAD54 branch: -13

What do the screens show for `CCC(=O)NC(=S)Nc1cccc(C(C)=O)c1`?
esBAF inh: 7; RAD54 branch: -14

Results for CC1(C)Cc2c(C#N)c(NC3CCCCC3)nc(-c3ccco3)c2CO1 ?
esBAF inh: 5; RAD54 branch: -4

How did CC(C)CCNC1=NCCCCC1 do in these assays?
esBAF inh: -1; RAD54 branch: -3

How did CCOC(=O)C1CCCN(C(=O)Nc2ccccc2)C1 (centres undefined) do in these assays?
esBAF inh: 7; RAD54 branch: -12

What do the screens show for `C#CCOCCOCCOCCNc1nc(N2CCN(C(=O)[C@H](CCCCN)n3cc([C@@H](N)CC(C)C)nn3)CC2)nc(N2CCN(C(=O)[C@H](Cc3cc4ccccc4[nH]3)n3cc([C@@H](N)Cc4ccc(O)cc4)nn3)CC2)n1`?
esBAF inh: 1; RAD54 branch: 11

Results for CCCN1CNC(=S)N(c2cccc(C)c2C)C1 ?
esBAF inh: -6; RAD54 branch: 0

Results for Cc1cc([N+](=O)[O-])c(C(C)(C)C)cc1N ?
esBAF inh: -8; RAD54 branch: -1

What do the screens show for `COCCN1C(=O)C(O)=C(C(=O)c2cccs2)C1c1ccccc1` (centres undefined)?
esBAF inh: -6; RAD54 branch: 7

How did Cc1ccc(S(=O)(=O)N2CCCCC2C(=O)N2CCN(Cc3ccccc3)CC2)cc1 (centres undefined) do in these assays?
esBAF inh: -1; RAD54 branch: -9

How did O=C(CN(c1ccc(Cl)c(C(F)(F)F)c1)S(=O)(=O)c1ccccc1)N1CCOCC1 do in these assays?
esBAF inh: -3; RAD54 branch: 2

Results for Cc1ccc(N(C)C(=O)N2CCN(S(=O)(=O)c3ccc4ccccc4c3)CC2)cc1 ?
esBAF inh: -8; RAD54 branch: 3

How did O=C1CSC(=S)N1CC1CCCO1 (centres undefined) do in these assays?
esBAF inh: -1; RAD54 branch: -5

Results for Cn1c(=O)[nH]c(=O)c2c1nc(NC1CCCCC1)n2Cc1ccccc1 ?
esBAF inh: 0; RAD54 branch: 1

Entries above containing a nitro group on carbon:
What do the screens show for `CC1CCN(c2c([N+](=O)[O-])nn(-c3ccc4c(c3)OCCO4)[n+]2[O-])CC1`?
esBAF inh: 10; RAD54 branch: 1

Results for Cc1cc([N+](=O)[O-])c(C(C)(C)C)cc1N ?
esBAF inh: -8; RAD54 branch: -1

Back to the main list, starting 2 compounds before the break.
How did O=C1CSC(=S)N1CC1CCCO1 (centres undefined) do in these assays?
esBAF inh: -1; RAD54 branch: -5

Results for Cn1c(=O)[nH]c(=O)c2c1nc(NC1CCCCC1)n2Cc1ccccc1 ?
esBAF inh: 0; RAD54 branch: 1

Results for CC/C(=C\C(=O)c1ccncc1)Nc1ccc(O)cc1 ?
esBAF inh: 14; RAD54 branch: -8

What do the screens show for `O=C(NCCN1CCOCC1)c1ccc(Cl)c(S(=O)(=O)N2CCCCCC2)c1`?
esBAF inh: 6; RAD54 branch: -3

How did O=C(c1ccccc1)C(CCC(CN1CCOCC1)C(=O)c1ccccc1)CN1CCOCC1 (centres undefined) do in these assays?
esBAF inh: -74; RAD54 branch: 3

What do the screens show for `NC(=O)CSc1oc(-c2ccco2)nc1S(=O)(=O)c1ccc(F)cc1`?
esBAF inh: -6; RAD54 branch: -2

Results for CCOCC(=O)N1CCCC(C(=O)OCC)C1 (centres undefined) ?
esBAF inh: -3; RAD54 branch: -6

What do the screens show for `Cc1ccc(OCC(=O)Nc2ccc(-c3nc4ncccc4o3)cc2)c(C)c1`?
esBAF inh: 31; RAD54 branch: -2

An excerpt; count on the stated rates, not on these rows.
